proKLK7 act: activates the human kallikrein-7 zymogen | actives 0.9% (n = 370,000) | P49862 | purified proKLK7, EDANS-DABCYL substrate fluorescence; 100% is mature enzyme control, 0% vehicle | activation, % at 7 µM;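 active means activation above the mean of all tested compounds plus 3 SD, computed per campaign excluding outliers beyond control limits, cut at about 13% in these data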
ssDAF-12 act: activates DAF-12 receptor from parasite S. stercoralis | actives 1% (n = 370,000) | HEK293 ssDAF-12/GRIP1 lit1-tk-luc reporter, luminescence; % of 3 µM dafachronic acid response | activation, % at 6.8 µM;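 active means activation above the mean over all tested compounds plus 3 SD, cut at about 0.9% in these data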;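 further: 0% = DMSO-only wells and 100% = 3 µM delta7-dafachronic acid wells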
GC-A act: GC-A (human) enzyme activation. P16066. HEK293 GC-A cells, cGMP TR-FRET, EC30 ANP; 0% at EC30 ANP, 100% saturating ANP. activation, % at 10 µM. actives 0.14% (n = 370,000). AID 1671463; in the data active means activation above about 40%
SMARCA2 act: increases SMARCA2 function in MMTV reporter cells | MG213 cells, MMTV-luciferase reporter, dexamethasone, overnight | activation, % at 9.1 µM | actives 1% (n = 370,000); in the data active means activation above about 7.8%;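 further: 0% = vehicle wells and 100% = reference activator wells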
DAX1 inh-1: DAX1 (NR0B1) inhibition, primary screen; HEK293T StAR-luciferase reporter, SF-1/DAX-1 repression relief; inhibition, % at 6.8 µM; actives 1.1% (n = 370,000); AID 652010;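 active means inhibition above the mean over all tested compounds plus 3 SD, cut at about 3.6% in these data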;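 further: 0% = DAX-1 cells with DMSO and 100% = cells lacking DAX-1 with DMSO; higher inhibition means more luminescence from relief of DAX-1 repression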
GAA850 FXN act: frataxin GAA850 promoter activation; HEK293 lucGAA850 FXN promoter luciferase reporter, 24 h; percent of 10 µM SAHA response; activation, % at 6 µM; actives 0.56% (n = 360,000);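 active means activation above the average of all compounds screened plus 3 SD, cutoff fixed separately per campaign, cut at about 7.5% in these data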;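 further: 0% = DMSO wells and 100% = 10 µM SAHA wells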
GC-B act: GC-B (human) receptor activation; HEK293-GC-B cells, CNP EC30, cGMP TR-FRET; 0% at EC30 CNP, 100% saturating CNP; AID 1920062; actives 0.11% (n = 370,000); P20594; activation, % at 10 µM;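 active means activation at 10 µM reaching about 35% in either raw or pattern-adjusted values, limit read from the data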
Target sequence (P20594 whole entry, looked up): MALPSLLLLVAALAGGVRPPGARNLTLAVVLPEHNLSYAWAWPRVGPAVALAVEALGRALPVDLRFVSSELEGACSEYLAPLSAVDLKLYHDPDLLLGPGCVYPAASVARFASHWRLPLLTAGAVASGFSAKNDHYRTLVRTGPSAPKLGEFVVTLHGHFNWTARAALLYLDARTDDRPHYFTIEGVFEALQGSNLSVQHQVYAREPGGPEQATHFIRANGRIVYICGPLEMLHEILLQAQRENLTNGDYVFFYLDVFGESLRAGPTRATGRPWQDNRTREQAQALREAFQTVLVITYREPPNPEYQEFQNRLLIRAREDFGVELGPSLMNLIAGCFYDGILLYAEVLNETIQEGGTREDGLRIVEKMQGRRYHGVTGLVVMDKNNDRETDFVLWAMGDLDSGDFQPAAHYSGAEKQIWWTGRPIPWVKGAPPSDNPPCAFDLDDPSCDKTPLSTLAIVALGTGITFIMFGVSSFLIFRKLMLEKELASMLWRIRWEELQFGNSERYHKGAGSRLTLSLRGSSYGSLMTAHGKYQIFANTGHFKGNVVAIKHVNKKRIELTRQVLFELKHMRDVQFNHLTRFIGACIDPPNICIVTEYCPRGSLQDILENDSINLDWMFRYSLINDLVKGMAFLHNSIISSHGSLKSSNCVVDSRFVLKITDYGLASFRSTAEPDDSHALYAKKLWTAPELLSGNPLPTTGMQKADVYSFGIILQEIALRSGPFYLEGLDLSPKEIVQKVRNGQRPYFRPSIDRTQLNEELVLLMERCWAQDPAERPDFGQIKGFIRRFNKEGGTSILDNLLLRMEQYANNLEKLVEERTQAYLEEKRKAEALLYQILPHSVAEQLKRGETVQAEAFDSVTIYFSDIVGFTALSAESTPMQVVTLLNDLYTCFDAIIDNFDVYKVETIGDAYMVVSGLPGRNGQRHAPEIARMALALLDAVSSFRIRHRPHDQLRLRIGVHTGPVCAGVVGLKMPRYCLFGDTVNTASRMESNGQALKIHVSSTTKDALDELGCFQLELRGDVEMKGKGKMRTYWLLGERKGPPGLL
sPLA2-III inh: Inhibits HGIII-sPLA2 liposome hydrolysis, primary screen; actives 0.56% (n = 370,000); QFRET BODIPY PC-A2 liposome hydrolysis, fluorescence; inhibition, % at 12.2 µM; Q9NZ20;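 active means inhibition above mean plus 3 SD of compounds lying within the high and low control bounds, cut at about 19% in these data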;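 further: 0% = median of test compound wells and 100% = no enzyme DMSO wells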
hgDAF12 agonist: hgDAF-12 agonism, primary luciferase screen | activation, % at 6.8 µM | AID 687014 | HEK293 GAL4-hgDAF12 UAS-luciferase reporter, agonist luminescence; normalized to butyrate control | actives 1.8% (n = 370,000);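 active means activation above a cutoff set at the mean of all screened compounds plus 3 SD, cut at about 10% in these data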;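 further: 0% = DMSO wells and 100% = sodium butyrate wells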
DAX1 inh-2: inhibits human nuclear receptor DAX1; inhibition, % at 6.75 µM; HEK293 Gal4-DAX1 luciferase reporter, luminescence; actives 0.99% (n = 340,000); AID 504766;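 active means inhibition above the mean over all tested compounds plus 3 SD, cut at about 4.2% in these data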;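 further: 0% = DAX1-transfected cells with DMSO and 100% = empty-vector control cells with DMSO; inhibition shows as a rise in luminescence from relieved DAX1 repression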
hcDAF-12 act: activators of H. contortus DAF-12 nuclear receptor. HEK293 hcDAF-12 lit1-tk-luc reporter, luminescence; 0% DMSO, 100% Δ7-dafachronic acid. activation, % at 6.8 µM. actives 1.4% (n = 370,000). AID 652067;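 active means activation above the mean of all tested compounds plus 3 SD, cut at about 5.5% in these data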;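 further: 100% = response to 3 µM Δ7-dafachronic acid high control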
* hit, by the source's call; . = no result given.

#	molecule	proKLK7 act	ssDAF-12 act	GC-A act	SMARCA2 act	DAX1 inh-1	GAA850 FXN act	GC-B act	sPLA2-III inh	hgDAF12 agonist	DAX1 inh-2	hcDAF-12 act
1	Cc1nnc(SCC(=O)Nc2nnc(-c3ccccc3)o2)s1	-0.2	-1.1	0	-2	0.2	-0.1	0	12	0.9	1.2	1.5
2	CCCC1CCC(=NNC(=O)CNc2ccc(OC)cc2)CC1 (stereo unspecified)	-0.3	-1.4	-11	-1	-0.2	2.5	3	8	-2.7	-1.6	3.3
3	CCOc1ccc(-c2nc(C#N)c(N3CCN(CC)CC3)o2)cc1	1.0	-1.9	-3	3	-1.6	-1.2	-1	-1	-0.8	0.6	-2.7
4	O=C(CCc1ccccc1)Nc1cccc(S(=O)(=O)N2CCOCC2)c1	0.2	-1.1	0	2	0.1	-1.5	0	7	-0.9	0.0	-1.6
5	O=C(NC1CC(=O)N(c2ccc(F)cc2)C1)N1CCN(C(=O)c2ccco2)CC1 (stereo unspecified)	0.2	-1.2	1	0	1.2	2.8	-4	8	-0.6	0.2	-0.5
6	Clc1ncnc2scc(C3COc4ccccc4O3)c12 (stereo unspecified)	0.8	-1.3	-7	-7	-0.2	2.8	-1	-7	2.7	-0.9	-1.1
7	O=C1NC[C@@H](Cc2cccc3ccccc23)N(CC2CCCCC2)C1=O	0.4	-1.2	1	0	-0.4	1.8	-6	-1	-0.4	0.6	-0.3
8	CCCc1cc(C(=O)N2CCN(c3ccccc3C)CC2)cs1	-0.4	-1.7	8	0	-0.1	-0.1	-3	-10	-2.0	-0.9	-2.2
9	CC(=O)Oc1ccc(C(=O)Nc2ccccc2C(=O)N2CCCC2)cc1	-0.5	-0.7	0	-3	0.8	2.5	-1	-4	-1.7	-0.1	-1.5
10	CCOC(=O)Cc1csc(SCC(=O)c2c(N)n(CC(C)C)c(=O)n(C)c2=O)n1	-0.8	-1.6	3	-3	-2.2	-3.5	-6	0	-3.5	-2.3	-1.4
11	O=C(NC(=S)Nc1cccc(NC(=O)c2ccc(Cl)cc2Cl)c1)c1cccs1	0.0	-0.7	-2	-2	-0.1	-3.8	4	0	3.4	-0.5	3.0
12	CC(=O)Nc1ccc(NC(=O)CSc2nnnn2C2CCCCC2)cc1	0.2	-0.7	2	-1	-4.1	-2.9	4	1	0.7	-1.6	1.0
13	O=C(CN1C(=O)c2ccccc2S1(=O)=O)N1CCc2ccccc2C1	0.3	-1.1	-3	8	1.0	0.0	7	1	1.8	0.3	-0.4
14	Cc1cc(C)c(-c2cc(C(F)(F)F)no2)c(=O)[nH]1	0.5	-1.4	2	-2	0.6	0.2	-2	0	0.9	0.2	0.3
15	CC(C)(C)c1ccc(C(=O)NCC(=O)OCC(=O)Nc2nc(-c3ccc(F)cc3)cs2)cc1	0.1	-0.8	0	4	-0.9	1.3	0	-3	1.2	0.8	-0.3
16	Cc1cccc(C(=O)Nc2ccc(Oc3cnccn3)cc2)c1	-0.1	-1.1	-2	2	0.3	3.5	3	0	6.0	-0.3	-0.4
17	CC(=O)c1c(C)[nH]c(C(=O)OCCOc2ccccc2)c1C	0.1	-1.6	5	-3	0.6	0.9	5	-5	5.2	-2.6	2.1
18	CCCCN(C)C(=O)c1ccc(Nc2nc(C(N)Cc3ccc(C(F)(F)F)cc3)cs2)nc1 (stereo unspecified)	-1.1	-1.2	3	-4	-0.1	0.3	-1	2	-0.7	.	-1.8
19	CSc1ccccc1NS(=O)(=O)c1cccc2nonc12	0.3	-0.3	3	-1	1.4	2.8	2	-2	-1.2	2.1	0.3
20	COc1ccc(Nc2nc(Nc3ccc(OC)cc3)nc(-n3[nH]c(=O)c(C)c3C)n2)cc1	-1.5	-1.2	2	1	-1.4	-7.1	-6	0	0.4	-5.1	-0.9
21	Clc1ccc(-c2nnc(SCc3cccc4ccccc34)n2Cc2ccco2)cc1	0.7	-2.0	-8	2	-2.0	.	3	-3	1.6	.	-1.7
22	COc1ccc(F)cc1S(=O)(=O)N1CCC(C(N)=O)CC1	0.4	-0.7	6	0	-0.2	1.5	0	0	3.9	1.4	-0.3
23	COc1ccc(C(=O)C2(C(=O)Nc3cc(C)cc(C)c3)CC(c3ccccc3C(F)(F)F)=NO2)cc1 (stereo unspecified)	-0.8	-0.4	-2	-1	-1.1	.	-1	-10	0.4	.	-1.5
24	COc1ccc(OC)c(NC(=O)CSc2nnc(CNC(=O)c3ccco3)o2)c1	-1.4	-0.7	1	4	-0.6	-0.6	1	2	3.0	-1.4	3.0
25	CCCS(=O)(=O)C(=C(Nc1ccccc1)Nc1ccccc1)S(=O)(=O)CCC	-0.6	-1.4	-14	1	-0.4	-0.6	-11	-5	-1.7	0.4	-2.9
26	CN(C)S(=O)(=O)c1cccc(C(=O)c2nccn2C)c1	-0.4	-1.7	-3	-1	0.9	-0.1	3	1	-0.8	0.6	-1.0
27	CC1CC(C)CN(C(=O)COC(=O)CCCN2C(=O)c3cccc4cccc(c34)C2=O)C1 (stereo unspecified)	-9.3	0.0	-1	-3	1.6	0.0	-1	-1	-2.1	0.1	-1.0
28	COc1ccc(C2=NCCn3nc4cc([N+](=O)[O-])ccc4c32)cc1	-2.1	-0.8	-2	-1	0.8	2.3	-2	7	1.1	-0.6	5.8*
29	COc1cc2c(cc1OC)CN(CC(=O)Nc1ccc(C)c(C)c1)CC2	-0.1	-0.6	2	-1	-0.5	-1.5	1	-8	-1.8	2.6	-0.8
30	CCOc1ccc(C(=O)NC(=S)Nc2ccccc2N2CCOCC2)cc1Br	-0.3	-1.0	7	-1	-0.2	3.1	3	17	-0.4	0.4	1.5

Arranged by value in DAX1 inh-2 (low to high): 3 of the compounds above.
item	smiles	DAX1 inh-2
24	COc1ccc(OC)c(NC(=O)CSc2nnc(CNC(=O)c3ccco3)o2)c1	-1.4
8	CCCc1cc(C(=O)N2CCN(c3ccccc3C)CC2)cs1	-0.9
3	CCOc1ccc(-c2nc(C#N)c(N3CCN(CC)CC3)o2)cc1	0.6

The list goes on:
#	molecule	proKLK7 act	ssDAF-12 act	GC-A act	SMARCA2 act	DAX1 inh-1	GAA850 FXN act	GC-B act	sPLA2-III inh	hgDAF12 agonist	DAX1 inh-2	hcDAF-12 act
31	Cc1cccc(N2CCN(C(=O)Cc3ccc(-n4c(=O)[nH]c5ccsc5c4=O)cc3)CC2C)c1 (stereo unspecified)	-0.1	-1.0	0	-1	0.2	0.0	-3	-2	-3.3	-1.7	0.9
32	COc1ccc(C(=O)OCC(=O)NC2CCCC2)c(OC)c1	-0.2	-0.8	-1	0	0.4	3.4	1	0	2.6	0.0	2.0
33	N=c1n(CC(=O)c2cccc([N+](=O)[O-])c2)c2ccccc2n1Cc1ccccc1	0.1	-1.6	0	1	0.7	1.3	-5	-3	0.0	-0.6	1.9
34	COc1ccccc1N1CCN(/N=C/c2cc(Br)ccc2F)CC1	0.1	-0.8	-6	7	0.2	2.9	0	2	0.6	0.5	-0.4
35	C=CCn1c(SCC(=O)NCc2ccccc2)nnc1-c1cc(Br)ccc1O	0.3	-1.7	-4	-3	-0.7	-3.7	-4	-12	0.6	-1.1	0.1
36	CCC(C)(C)NC(=O)Cc1ccc(Cl)cc1	0.1	-1.5	-1	0	0.2	2.6	-7	-2	0.6	.	-1.8
37	O=C(Nc1ncc(Cc2cccc(Cl)c2)s1)C1=NCCN1	-0.5	-1.6	4	2	-0.4	1.4	5	-1	3.6	-0.6	-0.9
38	Cc1cc(C)c(C)c(S(=O)(=O)N2CCC(C(=O)Nc3ccccc3N3CCOCC3)CC2)c1C	-0.3	-1.0	-3	-3	-0.8	2.2	-3	8	-1.5	-0.4	-1.1
39	CCNS(=O)(=O)c1ccc(CCC(=O)Nc2cc(Cl)ccc2Oc2ccccc2)cc1	-0.5	-2.5	-5	-5	-2.5	-0.6	-4	-29	-2.2	-2.8	-3.0
40	O=C(Nc1ccc(Cl)cc1)Nc1cnccn1	0.3	-1.8	1	0	-0.1	2.9	-11	0	6.8	3.7	-1.3
41	Cc1cccc(NC(=O)COC(=O)CC2CCCC2)c1C	-0.8	-0.2	2	-1	0.1	1.4	8	4	0.1	-1.6	1.5
42	O=C(CN1C(=O)C(=O)N(C2CCCC2)C1=O)Nc1ccc(OC(F)F)cc1	0.3	-1.0	-1	0	-0.1	0.6	2	-2	1.0	0.5	-0.8
43	O=C(NCC1CCCN(C(=O)c2cscn2)C1)c1ccccc1Cl (stereo unspecified)	-0.4	-2.0	-3	0	0.8	1.4	0	2	3.8	2.1	3.0
44	CC(C)(C)C(=O)[C@@H]1[C@@H]2C(=O)N(C3CCCCC3)C(=O)[C@@H]2[C@H]2c3ccccc3C=CN12	1.0	-1.0	5	-3	-0.7	7.4	-1	-26	1.3	-0.5	-0.3
45	O=C(CSc1nnc(NC(=O)c2ccco2)s1)NC1CCCCC1	0.5	-1.1	3	1	-0.5	-0.9	-2	-4	1.7	3.6	0.3
46	COc1ccc(CNC(=O)CN(C(=O)c2cc3sccc3n2C)C2CCCC2)cc1	-0.4	-1.5	-10	-3	-0.4	-1.9	0	5	0.3	0.9	-2.4
47	CCCCNc1c(-c2ccc(OC)c(Sc3ccc(OC)cc3)c2)nc2ccc(Cl)cn12	-1.1	-1.3	16	2	0.0	1.6	7	-1	-1.4	1.0	-0.7
48	CCOc1ccc(-n2c(SCC(=O)Nc3ccc4c(c3)OCO4)nc3c(c2=O)SCC3)cc1	-0.2	-1.4	15	1	0.3	-0.8	23	-2	1.3	1.7	0.5
49	CCN(CC)C(=O)CSc1nc(O)c(Cc2ccccc2)c(=O)n1-c1ccc(C)cc1	-0.7	-1.4	1	-1	-0.3	3.1	1	1	0.3	1.1	-0.6
50	CC(C)[C@H](NS(=O)(=O)c1ccccc1F)C(=O)NC1CCCCC1	-0.4	-1.4	-1	-1	-0.6	2.0	3	10	-1.0	0.6	2.0
51	O=C(CN1C2CCC1CC(NC(=O)C1CC1)C2)NCc1ccccc1 (stereo unspecified)	0.2	-1.3	0	-2	-0.1	1.7	4	7	0.5	2.0	-1.1
52	CC(C)Cc1nnc(NC(=O)CCC(=O)NCc2ccccc2Cl)s1	-0.1	-0.9	-1	-1	-0.1	-0.7	-4	0	0.6	-0.1	0.1

Individual results from the list.
proKLK7 act, compound 52 is entered as -0.1
sPLA2-III inh, compound 51 is entered as 7
DAX1 inh-1, compound 45 is entered as -0.5
hcDAF-12 act, compound 33 is entered as 1.9
ssDAF-12 act, compound 37 is entered as -1.6
GAA850 FXN act, compound 38 is entered as 2.2

Entries shown so far with a tert-butyl group (2):
#	molecule	proKLK7 act	ssDAF-12 act	GC-A act	SMARCA2 act	DAX1 inh-1	GAA850 FXN act	GC-B act	sPLA2-III inh	hgDAF12 agonist	DAX1 inh-2	hcDAF-12 act
15	CC(C)(C)c1ccc(C(=O)NCC(=O)OCC(=O)Nc2nc(-c3ccc(F)cc3)cs2)cc1	0.1	-0.8	0	4	-0.9	1.3	0	-3	1.2	0.8	-0.3
44	CC(C)(C)C(=O)[C@@H]1[C@@H]2C(=O)N(C3CCCCC3)C(=O)[C@@H]2[C@H]2c3ccccc3C=CN12	1.0	-1.0	5	-3	-0.7	7.4	-1	-26	1.3	-0.5	-0.3

Screening results: PubChem BioAssay, several laboratories
